Bioassay records from PubChem.
T cruzi growth – T. cruzi proliferation inhibition | T. cruzi beta-gal in NIH3T3, GalScreen luminescence, 90 h | inhibition, % at 8.34 µM | hit rate 5.9% among 77,000 | AID 624255;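 active = mean inhibition above about 93%, with at least 55% of replicates each passing it, limit read from the data, passing the limit was not always enough; inconclusive = only one of those two conditions holds; inactive = neither condition holds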
C diff HTS – C. difficile growth inhibition. Clostridium difficile clinical isolate growth, OD600, 24 h; active compounds read low. growth activity, negative = inhibition, % at 16 µg/mL (by protocol). hit rate 0.25% among 86,000;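 active = mean growth activity at or below -80% and every replicate also at or below -80%; inconclusive = mean at or below -80% but some replicate above -80%; inactive = mean growth activity above -80%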;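 note: 0% = DMSO wells and -100% = levofloxacin 16 µg/mL wells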
Pf Dd2 inh – blocks growth of Plasmodium falciparum Dd2 parasites | P. falciparum Dd2 growth, SYBR Green, 72 h; active compounds read low | activity change, % at 10 µM | hit rate 2.3% among 94,000; in the data active = activity change below about -80%; inconclusive = no clear call, values can overlap the other calls
KDM4C inh – blocks human GASC-1 (KDM4C) demethylase activity; GST-KDM4C 2-372, H3K9me3 peptide, LANCE TR-FRET; AID 720574; hit rate 0.15% among 96,000; inhibition, % at 12.5 µM; Q9H3R0;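 active = mean replicate inhibition above about 25%, with at least 55% of replicates also reaching it, limit read from the data, passing the limit was not always enough; inconclusive = only one of those two conditions met; inactive = neither condition met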
Target sequence (Q9H3R0 2-372 limits assumed): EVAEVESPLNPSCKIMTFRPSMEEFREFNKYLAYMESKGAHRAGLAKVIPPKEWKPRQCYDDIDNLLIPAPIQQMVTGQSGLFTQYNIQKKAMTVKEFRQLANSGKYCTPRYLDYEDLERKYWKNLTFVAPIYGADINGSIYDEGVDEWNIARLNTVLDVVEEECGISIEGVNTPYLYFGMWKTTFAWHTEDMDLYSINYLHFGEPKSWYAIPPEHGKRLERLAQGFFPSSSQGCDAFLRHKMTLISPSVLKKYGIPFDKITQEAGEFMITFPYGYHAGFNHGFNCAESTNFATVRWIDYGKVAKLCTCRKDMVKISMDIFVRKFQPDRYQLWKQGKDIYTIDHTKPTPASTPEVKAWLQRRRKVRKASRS
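Assay system: GST-GASC-1 enzyme fragment 2-372 | Amount: 10 nM enzyme | Medium: HEPES buffer, pH 7.5, plus ascorbate | Reagent: H3K9me3 peptide substrate, Fe(II), 2-oxoglutarate | Doses: Single-point compound screen | Incubation: 30 min demethylation and 1 h detection at room temperature | Measured by: LANCE TR-FRET, excitation 340 nm, emissions 618 and 671 nm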
* hit, by the source's call.

How did CC=Cc1ccc2n(c1=O)C[C@@H]1[C@@H](CO)[C@H](C(=O)NCc3ccc(F)cc3)N(Cc3cncnc3)[C@H]21 (mixture of isomers) do in these assays?
T cruzi growth: 13; C diff HTS: -5; KDM4C inh: 0.2

How did O=C(NCC[C@H]1CC[C@@H](NS(=O)(=O)c2cccc(F)c2)[C@@H](CO)O1)C1CCCCC1 do in these assays?
C diff HTS: -3; Pf Dd2 inh: -8; KDM4C inh: -0.4

How did COc1cccc(C#Cc2ccc([C@@H]3[C@@H](C#N)N(C(=O)c4ccccn4)[C@H]3CO)cc2)c1 do in these assays?
T cruzi growth: 90; C diff HTS: -12; Pf Dd2 inh: inconclusive; KDM4C inh: -2.6

What do the screens show for `C[C@@H]1CN([C@@H](C)CO)S(=O)(=O)c2ccc(C#CC3CC3)cc2O[C@@H]1CN(C)S(C)(=O)=O`?
C diff HTS: 1; Pf Dd2 inh: 0; KDM4C inh: -0.7

Results for CC(C)NC(=O)N(C)C[C@@H]1Oc2ccc(NC(=O)C3CC3)cc2CC(=O)N([C@H](C)CO)C[C@@H]1C ?
T cruzi growth: 6; C diff HTS: -3; Pf Dd2 inh: 0; KDM4C inh: 0.3

What do the screens show for `CN(C)C(=O)[C@H]1[C@H](CO)[C@H]2Cn3c(cccc3=O)[C@H]2N1CCc1ccccc1`?
T cruzi growth: 4; C diff HTS: -3; Pf Dd2 inh: 11; KDM4C inh: 1.4

How did CCS(=O)(=O)NCC[C@H]1CC[C@H](NC(=O)Nc2cc(Cl)cc(Cl)c2)[C@H](CO)O1 do in these assays?
T cruzi growth: 9; Pf Dd2 inh: 22; KDM4C inh: 0.2

What do the screens show for `C/C=C/c1ccc2c(c1)O[C@H](CN(C)Cc1ccccn1)[C@H](C)CN([C@H](C)CO)S2(=O)=O`?
C diff HTS: -2; Pf Dd2 inh: 18; KDM4C inh: 4.1

What do the screens show for `C[C@H]1CN([C@@H](C)CO)C(=O)Cc2cc(NC(=O)Nc3cccc4ccccc34)ccc2O[C@H]1CN(C)C(=O)NC1CCCCC1`?
T cruzi growth: 21; C diff HTS: -1; Pf Dd2 inh: -15; KDM4C inh: -0.5

Results for O=C(C[C@@H]1C=C[C@@H](NC(=O)C2CC2)[C@@H](CO)O1)NCc1ccccc1Cl ?
T cruzi growth: -29; Pf Dd2 inh: 7; KDM4C inh: -0.7

How did C/C=C/c1ccc2c(c1)O[C@@H](CN(C)C)[C@H](C)CN([C@H](C)CO)S2(=O)=O do in these assays?
C diff HTS: 0; Pf Dd2 inh: -19; KDM4C inh: 0.3

How did C[C@@H]1CN([C@H](C)CO)C(=O)Cc2cc(NC(=O)Nc3cccc4ccccc34)ccc2O[C@@H]1CN(C)C(=O)NC1CCCCC1 do in these assays?
T cruzi growth: 34; C diff HTS: -7; Pf Dd2 inh: -21

Results for CO[C@H]1CN(C)C(=O)c2ccc(NC(=O)Nc3ccccc3F)cc2OC[C@H](C)N(C(C)=O)C[C@H]1C ?
T cruzi growth: 9; Pf Dd2 inh: -16; KDM4C inh: -2.0

Results for C[C@H]1CN([C@@H](C)CO)C(=O)Cc2cc(NC(=O)Cc3cn(C)c4ccccc34)ccc2O[C@H]1CN(C)S(=O)(=O)c1cn(C)cn1 ?
T cruzi growth: 7; C diff HTS: 5; Pf Dd2 inh: -5; KDM4C inh: -0.8

Results for O=C(Nc1ccccc1F)N[C@@H]1C=C[C@@H](CC(=O)N2CCCCC2)O[C@@H]1CO ?
T cruzi growth: -47; C diff HTS: -4; Pf Dd2 inh: 5

Results for CC(C)NC(=O)Nc1ccc2c(c1)C(=O)N([C@H](C)CO)C[C@@H](C)[C@@H](CN(C)C(=O)Nc1ccc3c(c1)OCO3)O2 ?
T cruzi growth: 5; C diff HTS: 23; Pf Dd2 inh: 9; KDM4C inh: 0.2

How did C[C@@H]1CN([C@H](C)CO)C(=O)c2cc(NC(=O)Cc3cn(C)c4ccccc34)ccc2O[C@@H]1CN(C)C(=O)Nc1ccc(C(F)(F)F)cc1 do in these assays?
T cruzi growth: 91; C diff HTS: -2; Pf Dd2 inh: -11; KDM4C inh: -1.8

What do the screens show for `C[C@H]1CN([C@@H](C)CO)C(=O)c2cc(NS(=O)(=O)c3cn(C)cn3)ccc2O[C@H]1CN(C)S(C)(=O)=O`?
T cruzi growth: 67; Pf Dd2 inh: 27; KDM4C inh: -0.1

How did O=C(Cc1ccncc1)N1CC(=O)N2[C@H](C1)[C@@H](c1ccc(Br)cc1)[C@@H]2CO do in these assays?
C diff HTS: -1; Pf Dd2 inh: -34; KDM4C inh: -1.9

What do the screens show for `COc1cccc(C#Cc2ccc([C@@H]3[C@@H](CO)N(C(=O)C4CCCC4)[C@H]3C#N)cc2)c1`?
C diff HTS: 4; Pf Dd2 inh: -83*; KDM4C inh: -2.5

Overlap with the part before: five compounds, followed by the next part.
Results for CC(C)NC(=O)Nc1ccc2c(c1)C(=O)N([C@H](C)CO)C[C@@H](C)[C@@H](CN(C)C(=O)Nc1ccc3c(c1)OCO3)O2 ?
T cruzi growth: 5; C diff HTS: 23; Pf Dd2 inh: 9; KDM4C inh: 0.2

How did C[C@@H]1CN([C@H](C)CO)C(=O)c2cc(NC(=O)Cc3cn(C)c4ccccc34)ccc2O[C@@H]1CN(C)C(=O)Nc1ccc(C(F)(F)F)cc1 do in these assays?
T cruzi growth: 91; C diff HTS: -2; Pf Dd2 inh: -11; KDM4C inh: -1.8

What do the screens show for `C[C@H]1CN([C@@H](C)CO)C(=O)c2cc(NS(=O)(=O)c3cn(C)cn3)ccc2O[C@H]1CN(C)S(C)(=O)=O`?
T cruzi growth: 67; Pf Dd2 inh: 27; KDM4C inh: -0.1

How did O=C(Cc1ccncc1)N1CC(=O)N2[C@H](C1)[C@@H](c1ccc(Br)cc1)[C@@H]2CO do in these assays?
C diff HTS: -1; Pf Dd2 inh: -34; KDM4C inh: -1.9

What do the screens show for `COc1cccc(C#Cc2ccc([C@@H]3[C@@H](CO)N(C(=O)C4CCCC4)[C@H]3C#N)cc2)c1`?
C diff HTS: 4; Pf Dd2 inh: -83*; KDM4C inh: -2.5

What do the screens show for `CCC(=O)N[C@H]1CC[C@@H](CCNC(=O)Nc2ccc(F)cc2)O[C@H]1CO`?
T cruzi growth: -53; C diff HTS: 2; Pf Dd2 inh: 12; KDM4C inh: -0.3

What do the screens show for `N#C[C@H]1[C@H](c2ccccc2-c2ccccc2)[C@@H](CO)N1C(=O)NC1CCCC1`?
C diff HTS: -10; Pf Dd2 inh: 1; KDM4C inh: -2.1

How did C[C@@H]1CN([C@H](C)CO)S(=O)(=O)c2ccc(/C=C/c3ccccc3)cc2O[C@@H]1CN(C)C(=O)Nc1ccc(F)cc1 do in these assays?
T cruzi growth: -21; C diff HTS: 2; Pf Dd2 inh: -7; KDM4C inh: -3.3

How did Cc1noc(C)c1NC(=O)Nc1ccc2c(c1)CC(=O)N([C@H](C)CO)C[C@@H](C)[C@H](CN(C)Cc1ccccc1)O2 do in these assays?
T cruzi growth: -3; C diff HTS: 1; Pf Dd2 inh: 17; KDM4C inh: -0.2

What do the screens show for `O=C(Nc1cc(F)ccc1F)N[C@H]1CC[C@H](CCNC(=O)c2cnccn2)O[C@H]1CO`?
T cruzi growth: 2; Pf Dd2 inh: -2; KDM4C inh: -1.1

What do the screens show for `C[C@H](CO)N1C[C@H](C)[C@@H](CN(C)Cc2ccccc2C(=O)O)Oc2cc(-c3ccc(F)cc3)ccc2S1(=O)=O`?
C diff HTS: 0; Pf Dd2 inh: 11; KDM4C inh: -0.6

How did COc1ccc(NC(=O)N(C)C[C@H]2OCCCC[C@@H](C)Oc3ccc(NS(=O)(=O)c4ccc(Cl)cc4)cc3C(=O)N([C@@H](C)CO)C[C@H]2C)cc1 do in these assays?
T cruzi growth: 69; C diff HTS: 1; Pf Dd2 inh: -43; KDM4C inh: 0.1

Results for COc1ccc2c3c([nH]c2c1)[C@H](CO)N(C(=O)c1ccncc1)CC31CN(C(=O)Nc2cccc(F)c2)C1 ?
C diff HTS: -7; Pf Dd2 inh: 14; KDM4C inh: -0.9

How did CN1c2ccc(C#Cc3ccc(F)cc3)cc2[C@H]2[C@H](CCN2S(=O)(=O)c2ccccc2F)[C@@H]1CO do in these assays?
T cruzi growth: 77; C diff HTS: -6; Pf Dd2 inh: -9; KDM4C inh: -0.4

How did CCC(=O)N1CCC2(CC1)CN(CC1CCCCC1)[C@@H](CO)c1c2c2ccc(OC)cc2n1C do in these assays?
C diff HTS: 3; Pf Dd2 inh: -85*; KDM4C inh: -2.3

What do the screens show for `O=C(Nc1ccc(F)cc1)N1CC(=O)N2[C@H](C1)[C@@H](c1ccc(C#Cc3cccnc3)cc1)[C@@H]2CO`?
C diff HTS: 53; Pf Dd2 inh: -16; KDM4C inh: -0.9

Results for CC(C)(C)[S@@](=O)N1Cc2cc(C(=O)N3CCc4ccccc4C3)nc(-c3cccc(-c4cccnc4)c3)c2[C@H]1CCO ?
T cruzi growth: 70; Pf Dd2 inh: -36; KDM4C inh: 0.8

Results for CC(C)NC(=O)N(C)C[C@H]1Oc2ncc(C#CC3CC3)cc2C(=O)N([C@@H](C)CO)C[C@@H]1C ?
C diff HTS: 4; Pf Dd2 inh: 42; KDM4C inh: 0.6

How did Cc1noc(C)c1NC(=O)N(C)C[C@H]1Oc2ccc(NC(=O)C3CC3)cc2C(=O)N([C@@H](C)CO)C[C@@H]1C do in these assays?
T cruzi growth: 1; C diff HTS: 0; Pf Dd2 inh: 13; KDM4C inh: 0.4

Results for COc1ccc(S(=O)(=O)N(C)C[C@@H]2Oc3ccc(N(C)C)cc3CC(=O)N([C@H](C)CO)C[C@H]2C)cc1 ?
T cruzi growth: 80; C diff HTS: 3; Pf Dd2 inh: 4; KDM4C inh: 5.8

What do the screens show for `CO[C@@H]1CN(C)C(=O)c2cc(NC(=O)c3cnccn3)ccc2OC[C@@H](C)N(C(C)=O)C[C@@H]1C`?
Pf Dd2 inh: 24; KDM4C inh: 1.0

How did C[C@@H]1CCCCO[C@H](CN(C)C(=O)C2CCCCC2)[C@@H](C)CN([C@H](C)CO)C(=O)c2cc(NC(=O)Cc3ccccc3)ccc2O1 do in these assays?
T cruzi growth: 19; C diff HTS: 0; Pf Dd2 inh: -49; KDM4C inh: -0.8

How did CCCC(=O)Nc1ccc2c(c1)C(=O)N(C)[C@@H]1CC[C@@H](CC(=O)NCc3ccccc3)O[C@@H]1CO2 do in these assays?
T cruzi growth: -29; C diff HTS: 4; Pf Dd2 inh: 12; KDM4C inh: 4.4

Results for C[C@@H]1CN([C@H](C)CO)C(=O)c2cc(C3=CCCCC3)cnc2O[C@@H]1CN(C)C(=O)c1cccnc1 ?
C diff HTS: 3; Pf Dd2 inh: 8; KDM4C inh: 4.8

How did COCC#Cc1ccc([C@@H]2[C@H](CO)N3CCCCN(S(=O)(=O)c4cccc(OC)c4)C[C@@H]23)cc1 do in these assays?
T cruzi growth: 107*; C diff HTS: -4; Pf Dd2 inh: -45; KDM4C inh: -1.6

What do the screens show for `COc1cccc(-c2ccc([C@@H]3[C@@H](CO)N4CCCCN(S(=O)(=O)c5cn(C)cn5)C[C@H]34)cc2)c1`?
T cruzi growth: 31; C diff HTS: -9; Pf Dd2 inh: -18; KDM4C inh: -1.7

What do the screens show for `COc1ccc(-c2ccc([C@@H]3[C@@H](C#N)N(C(=O)C4CCC4)[C@@H]3CO)cc2)cc1`?
T cruzi growth: 83; C diff HTS: -6; Pf Dd2 inh: 7; KDM4C inh: 1.5

What do the screens show for `O=C(C[C@H]1C[C@H]2c3cc(NC(=O)c4cccnc4)ccc3O[C@H]2[C@H](CO)O1)NCC(F)(F)F`?
T cruzi growth: -29; Pf Dd2 inh: 18; KDM4C inh: -0.8

Results for O=C(C1CCCC1)N1CC[C@@H]2[C@@H](CO)Nc3ccc(Br)cc3[C@@H]21 ?
C diff HTS: 8; Pf Dd2 inh: -2; KDM4C inh: -4.4

What do the screens show for `O=C(Nc1cc(F)ccc1F)N1CC(=O)N2[C@H](CO)[C@H](c3ccc(-c4ccc(F)cc4)cc3)[C@@H]2C1`?
C diff HTS: 3; Pf Dd2 inh: -30; KDM4C inh: 1.0

What do the screens show for `O=C(Cc1cccnc1)N1CC2(C1)[C@@H](c1ccccc1)[C@H](CO)N2C(=O)C1CCOCC1`?
C diff HTS: 0; Pf Dd2 inh: 27; KDM4C inh: 0.5

Results for Cc1noc(C)c1S(=O)(=O)Nc1ccc2c(c1)C(=O)N([C@@H](C)CO)C[C@H](C)[C@@H](CN(C)Cc1ccc(C(=O)Nc3ccccc3N)cc1)OCCCC[C@@H](C)O2 ?
T cruzi growth: 66; C diff HTS: 16; Pf Dd2 inh: -85*; KDM4C inh: -1.0

How did CCC(=O)Nc1ccc2c(c1)OC[C@H](C)N(C(=O)c1ccccn1)C[C@@H](C)[C@H](OC)CN(C)C2=O do in these assays?
T cruzi growth: 39; C diff HTS: -1; KDM4C inh: -0.2

This is a random part of the collection; overall some 7% were active at least once.
